Compound activity deposited in PubChem by several laboratories.
dFosB activator: mouse delta FosB homodimer activation; P13346; AID 493131; 340,000 compounds, 0.99% hits; purified delta FosB, TAMRA-CDK5 oligo fluorescence polarization; percent of positive-control signal above neutral wells; activation, % at 25 µM;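 active = mean activation above about 17%, with every replicate also reaching it, limit read from the data, passing the limit was not always enough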;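 also: fluorescence polarization rise as delta FosB binds a TAMRA Cdk5 AP-1 oligo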
PfHsp90 yeast 2: reduces growth (ATP signal) of yeast expressing P. falciparum Hsp90; AID 504621; S. cerevisiae expressing PfHsp90, BacTiter-Glo ATP, 48 h; yeast lacking PDR1 and PDR3 efflux regulators; inhibition, % at 9.4 µM; 310,000 compounds, 0.32% hits;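 active = every replicate shows inhibition above about 80%, whatever the replicate mean, limit read from the data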;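 also: 0% = DMSO neutral controls and 100% = 20 µM radicicol positive controls; yeast relying on Plasmodium falciparum Hsp90 in place of its own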
CDK5 p35 inh: blocks human CDK5/p35 kinase activity. Recombinant CDK5/p35, ADP-Glo luminescence, 60 min. 330,000 compounds, 0.01% hits. inhibition, % at 10 µM;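 active = highest replicate inhibition of at least 50% and at least 75% of replicates reaching 50%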;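 also: plate controls were DMSO neutral control for no effect and GW8510 at 10 µM for full effect; many of its hits are not listed in these tables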
Keap1-Nrf2 PPI: Keap1-Nrf2 (human) interaction inhibition | Q14145 | Keap1 Kelch-Nrf2 peptide fluorescence polarization, 1536-well | inhibition, % at 9.4 µM | 340,000 compounds, 0.15% hits | AID 504523; in the data active = inhibition above about 12%;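 also: human Keap1 Kelch domain with fluorescein labeled Nrf2 9mer peptide probe; 0% = neutral control wells and 100% = peptide positive control; higher means more block of Keap1 binding to Nrf2 peptide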
PvdQ inh: blocks Pseudomonas aeruginosa PvdQ acylase activity | inhibition, % at 10 µM | 340,000 compounds, 0.063% hits | purified PvdQ acylase, fluorescence plate reader; in the data active = inhibition above about 30%, passing the limit was not always enough;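 also: 0% = vehicle neutral wells and 100% = reference inhibitor wells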
RTF Ca sens inh: cardiac RTF calcium desensitization | IANBD-labeled cardiac RTF, Ca2+ fluorescence | inhibition, % at 7.15 µM | 340,000 compounds, 0.12% hits | AID 493244;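 active = inhibition above the mean inhibition of all tested compounds plus 3 SD, cut at about 17% in these data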;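 also: assay run at fixed EC70 calcium of 1.6 mM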
SUMO Mot1 rescue: blocks SUMOylation pathway, rescuing yeast Mot1-301 growth. 320,000 compounds, 1% hits. growth rescue, % at 18.8 µM. S. cerevisiae Mot1-301 growth rescue, ATP luminescence, 38.5C; percent above DMSO median, 100 means doubled;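 active = every valid replicate shows activation above 250% relative to neutral control wells; inactive = the rest, any valid replicate at or below 250%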;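 also: OY570 slx delta 5 strain wells were the positive control but not used for scaling; some compounds called inactive have numbers as strong as hits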
NSD2 HMT inh: inhibitors of human histone methyltransferase NSD2 | O96028 | inhibition, % at 12.5 µM | 310,000 compounds, 0.54% hits | NSD2 peptide methylation, AlphaScreen, 120 min | AID 743445; in the data active = inhibition above about 50%
Target sequence (O96028 whole entry, looked up): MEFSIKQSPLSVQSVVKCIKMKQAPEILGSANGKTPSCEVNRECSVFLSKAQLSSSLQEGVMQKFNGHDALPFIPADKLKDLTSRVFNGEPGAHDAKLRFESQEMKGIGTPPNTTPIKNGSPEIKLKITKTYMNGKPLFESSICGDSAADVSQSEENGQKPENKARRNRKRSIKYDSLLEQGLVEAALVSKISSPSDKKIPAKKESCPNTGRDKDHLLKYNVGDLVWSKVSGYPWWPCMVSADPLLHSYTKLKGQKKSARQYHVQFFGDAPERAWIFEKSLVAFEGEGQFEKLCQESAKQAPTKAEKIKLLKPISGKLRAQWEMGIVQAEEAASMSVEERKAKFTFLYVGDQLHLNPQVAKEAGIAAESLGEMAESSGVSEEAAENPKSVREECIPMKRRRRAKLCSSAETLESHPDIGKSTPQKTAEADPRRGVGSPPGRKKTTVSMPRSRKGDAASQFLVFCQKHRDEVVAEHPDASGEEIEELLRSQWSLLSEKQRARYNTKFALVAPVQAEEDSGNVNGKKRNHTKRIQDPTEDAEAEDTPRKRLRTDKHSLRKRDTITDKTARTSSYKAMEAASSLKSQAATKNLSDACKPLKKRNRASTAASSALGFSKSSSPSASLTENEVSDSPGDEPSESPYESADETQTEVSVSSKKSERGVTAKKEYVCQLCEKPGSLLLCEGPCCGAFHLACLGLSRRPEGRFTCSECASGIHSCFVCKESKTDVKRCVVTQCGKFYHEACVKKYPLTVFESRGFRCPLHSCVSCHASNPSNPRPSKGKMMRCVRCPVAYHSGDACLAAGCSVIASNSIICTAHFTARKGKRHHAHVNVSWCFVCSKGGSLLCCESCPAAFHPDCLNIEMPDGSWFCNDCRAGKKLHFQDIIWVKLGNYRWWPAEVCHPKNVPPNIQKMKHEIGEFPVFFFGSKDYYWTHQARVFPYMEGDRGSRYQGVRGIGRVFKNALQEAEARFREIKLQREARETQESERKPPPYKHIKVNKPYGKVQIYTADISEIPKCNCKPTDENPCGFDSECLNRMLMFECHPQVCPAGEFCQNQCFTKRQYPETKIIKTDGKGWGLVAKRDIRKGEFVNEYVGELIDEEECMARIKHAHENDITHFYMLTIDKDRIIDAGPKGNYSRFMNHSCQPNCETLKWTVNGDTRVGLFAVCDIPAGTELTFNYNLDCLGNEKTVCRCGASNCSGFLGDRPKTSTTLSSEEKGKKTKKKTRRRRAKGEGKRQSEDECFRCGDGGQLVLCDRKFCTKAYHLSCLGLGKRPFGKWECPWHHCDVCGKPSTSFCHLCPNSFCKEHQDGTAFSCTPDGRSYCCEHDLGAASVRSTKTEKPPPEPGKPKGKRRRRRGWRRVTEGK
LANA DNA inh: KSHV C-LANA DNA binding inhibition. MBP-C-LANA/FAM-LBS DNA binding, fluorescence polarization. inhibition, % at 9 µM. 340,000 compounds, 0.078% hits. AID 504423;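 active = highest replicate inhibition at or above 60% at 9 µM, even if other replicates fall short; inactive = all replicates below 60% inhibition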;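 also: 0% = neutral control wells and 100% = 4 µM acridine orange control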
RTF Ca sens act: increases calcium sensitivity of human cardiac regulated thin filaments | P19429+P45379 | IANBD-labeled TnC RTF fluorescence at EC20 calcium; 0% EC20 calcium, 100% full calcium | activation, % at 7.2 µM | 340,000 compounds, 0.24% hits;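 active = activation above the mean over all tested compounds plus 3 SD, cut at about 30% in these data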;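 also: rise in fluorescence read as greater calcium sensitivity of cardiac thin filaments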
Rtt109 HAT inh: C. albicans Rtt109 histone acetyltransferase inhibition. Q5AAJ8. purified Rtt109/Vps75, ThioGlo CoA-SH fluorescence, 4 h. inhibition, % at 34.9 µM. 330,000 compounds, 0.16% hits;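 active = inhibition of at least 50% in every replicate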
An asterisk follows results filed as active; i = inactive; / = not tested or not shown.

SMILES	dFosB activator	PfHsp90 yeast 2	CDK5 p35 inh	Keap1-Nrf2 PPI	PvdQ inh	RTF Ca sens inh	SUMO Mot1 rescue	NSD2 HMT inh	LANA DNA inh	RTF Ca sens act	Rtt109 HAT inh
N#C/C(=C\c1cccnc1)c1ccccn1	-1	2	-0.3	-1	-8	-3	2	1	-2.7	-5	-1
CCC(=O)Nc1ccc(NC(=O)c2ccccc2Cl)nc1	-3	5	-1.2	1	-10	-2	-7	-7	-1.3	4	-6
CCOC(=O)C(C)n1cnc2c(nnn2-c2ccc(OC)cc2)c1=O (configuration not stated)	-5	-13	0.1	3	-3	1	6	0	-0.1	0	-3
Cc1ccc2c(c1)C(c1ccccc1)N(C(=O)C(C)C)CC(=O)N2 (configuration not stated)	-1	-3	-2.1	3	-14	-5	/	/	-0.6	-3	5
Cc1ccc(NC(=O)N2CCc3ccccc32)cc1	-2	16	6.3	-6	1	-1	229	-13	0.2	-2	2
CN(C)CCNC(=O)C(=O)NCC1OCCCN1S(=O)(=O)c1cccs1 (configuration not stated)	-1	3	1.2	-2	-11	-17	-17	-3	-0.5	8	6
CC(=O)Nc1ccc(S(=O)(=O)N(C)CC(=O)OCC(=O)Nc2cccnc2Cl)cc1	-2	9	-1.0	-3	3	-12	1	-1	0.9	1	11
CC1CCCCN1C(=O)CSc1nc(C2CC2)nc2c1cnn2-c1ccccc1 (configuration not stated)	4	-15	2.2	-2	-12	-3	-17	-3	-0.4	1	-2
N#Cc1cc([N+](=O)[O-])ccc1Oc1ccc(-c2nnco2)cc1	2	-2	0.7	-1	3	-17	7	-2	-1.0	-5	-7
O=C(NNC(=O)c1ccccc1[N+](=O)[O-])c1ccc(NS(=O)(=O)c2cccs2)cc1	10	6	1.0	3	1	0	-12	38	-1.9	-1	-1
Cc1nc(-c2cccc(S(=O)(=O)N3CC(C)CC(C)C3)c2)cs1 (configuration not stated)	-2	-2	0.7	1	-6	5	126	0	-1.6	-2	-1
COC(=O)CCC(=O)Nc1c(C)n(C)n(-c2ccccc2)c1=O	5	-9	-0.7	6	2	-3	-5	0	-0.5	-9	1
COc1cccc(COC(=O)c2nn(-c3ccccc3)nc2N)c1	2	-14	-1.0	-4	4	5	-21	-1	0.1	1	/
Cc1cc(C)c(C)c(S(=O)(=O)NCCCN2CCOCC2)c1C	1	-14	-0.9	0	3	/	-5	-1	-1.4	/	15
NS(=O)(=O)c1cccc2cccnc12	-3	/	0.3	-6	-6	3	-2	/	-2.6	0	2
Cc1ccc(-c2nnn(CC(=O)N(Cc3ccc(F)cc3)C(C(=O)NC3CCCC3)c3ccncc3)n2)o1 (configuration not stated)	2	-12	-1.0	3	-3	-9	-11	0	0.4	4	/
Cc1ccc(C(=O)Nc2ccccc2C(=O)N2CCN(c3ccccc3)CC2)cc1	-2	-7	-2.3	-1	-12	-5	-7	-1	1.0	10	5
COc1ccc(C(O)(C2CCCCC2)C(CN2CCCC2)c2ccccc2)cc1 (configuration not stated)	8	22	0.4	-5	-14	-7	-7	-1	-1.6	2	9
Cc1ccc(NC2=NCC(=O)N2c2ccc3c(c2)OCCO3)c(C)c1	-4	-5	1.3	1	3	4	-6	0	0.3	-10	6
O=c1[nH]c(=O)n(Cc2ccccc2)c2nc(-c3ccco3)cc(C(F)(F)F)c12	-4	16	-0.1	-3	-1	-11	227	/	0.2	-2	-1
Cc1cc(=O)n(C)c(=O)n1CCCCOc1cccc([N+](=O)[O-])c1	1	-4	1.2	3	2	9	-25	-2	-1.2	1	4
COc1cc(OC)cc(C(=O)NC(=S)Nc2cc3oc4ccccc4c3cc2OC)c1	-10	-8	0.2	3	-4	-4	0	1	2.1	3	3
Cc1ccc(C2=NN(C(=O)CSc3nc4ncc(Cl)cc4[nH]3)C(c3ccco3)C2)cc1 (configuration not stated)	-4	-3	-0.4	-6	2	-6	-8	14	-0.7	-5	13
Cc1ccccc1OC(=O)c1cccc(S(=O)(=O)N2CCN(C)CC2)c1	-2	17	2.8	0	8	-1	6	4	-0.2	-1	4
CCCCn1cnc2c([nH]c3ccccc32)c1=O	6	11	1.2	-6	-7	0	0	-3	-1.2	5	-1
CCOC(=O)c1c(C)oc(/N=C/c2ccccc2O)c1C#N	6	-8	0.5	0	-8	-4	-13	1	0.0	-1	3
COC(=O)C(NS(=O)(=O)c1ccccc1Br)C(C)C (configuration not stated)	4	6	1.8	-6	0	-3	-11	/	1.1	-2	-3
CCOC(=O)[C@@H]1[C@H]2COc3ccccc3[C@@H]2N2C(=O)N(c3ccc(F)cc3)C(=O)[C@@]12C	-9	-9	-0.1	-5	-16	6	153	/	-0.5	5	0
COc1ccccc1C(=O)N/C(=C/c1ccco1)C(=O)Nc1ccc(C(=O)O)cc1	-2	-7	-1.7	-14	-5	-20	66	16	6.2	1	3
O=S(=O)(NCCc1ccncc1)c1ccc(Br)cc1	-7	/	-5.0	0	-6	-4	-1	0	-0.7	-3	-21

Pulled one by one from the entries so far:
SMILES	dFosB activator	PfHsp90 yeast 2	CDK5 p35 inh	Keap1-Nrf2 PPI	PvdQ inh	RTF Ca sens inh	SUMO Mot1 rescue	NSD2 HMT inh	LANA DNA inh	RTF Ca sens act	Rtt109 HAT inh
COC(=O)C(NS(=O)(=O)c1ccccc1Br)C(C)C (configuration not stated)	4	6	1.8	-6	0	-3	-11	/	1.1	-2	-3
CCOC(=O)[C@@H]1[C@H]2COc3ccccc3[C@@H]2N2C(=O)N(c3ccc(F)cc3)C(=O)[C@@]12C	-9	-9	-0.1	-5	-16	6	153	/	-0.5	5	0

Remaining list, next part:
SMILES	dFosB activator	PfHsp90 yeast 2	CDK5 p35 inh	Keap1-Nrf2 PPI	PvdQ inh	RTF Ca sens inh	SUMO Mot1 rescue	NSD2 HMT inh	LANA DNA inh	RTF Ca sens act	Rtt109 HAT inh
Cn1c(-c2ccc3c(c2)OCO3)c(C(=O)O)c(=O)c2ccccc21	-6	10	-1.3	3	-11	-4	-15	-3	0.3	8	-2
COc1cccc(NC(=O)CCc2c(C)nc3nc(CNC(=O)c4cccc(F)c4)nn3c2C)c1	-12	0	-0.8	2	0	0	-12	-2	0.4	6	9
CCC(C)[C@H](NC(=O)[C@H](Cc1ccccc1)n1c(=O)[nH]c2ccccc2c1=O)C(=O)N1CCC(C(=O)O)CC1 (some centres not stated)	0	21	-2.9	5	-11	-2	-8	/	0.2	-4	-5
Cc1cccc(C)c1NC(=O)[C@@]1(CC(=O)O)CC(/C=C/c2ccccc2)=NO1	-2	-10	-1.0	-4	-21	-5	13	0	-1.1	-1	1
CC(C)c1nnc(NC(=O)CCC(=O)NC2CCCCCC2)s1	8	8	/	-7	-15	-8	4	-6	-0.1	-6	-2
Cc1c(NC(=O)C(C)Oc2cccc(Cl)c2)c(=O)n(-c2ccccc2)n1C (configuration not stated)	-1	/	0.5	3	18	-15	4	0	-0.3	-1	0
O=C(NCCNC(=O)c1ccccc1)c1ccccc1	-2	7	-2.3	-1	-5	-9	1	/	-1.6	8	3
COc1ccc(/C=C2/C(=O)N=C(N)N2C)cc1OC	-1	22	-0.6	0	6	6	-23	-1	0.9	1	27
CCCn1nc2cc(C(=O)NCc3ccccc3)ccc2c1OCC	3	/	0.3	-1	-7	5	6	/	2.5	-3	11
COc1ccc(-c2[nH]ncc2CN2CCCOc3c(cccc3OC)C2)c(OC)c1	-1	9	-0.8	-4	-8	-13	-1	1	-0.6	-1	8
Cc1nc2sc(C(c3ccc(F)cc3)N3CCN(C(=O)c4ccco4)CC3)c(O)n2n1 (configuration not stated)	2	20	-0.3	2	12	6	5	0	2.1	3	10
CCC(C)NS(=O)(=O)c1ccc(NC(=O)c2c(-c3ccccc3)noc2C)cc1 (configuration not stated)	0	19	-0.3	2	0	-5	3	/	0.7	2	-3
C#Cc1ccc(CN2CCC(Oc3ccc(C(=O)NCc4ccccn4)cc3)CC2)cc1	0	5	0.2	1	-8	-3	125	1	-0.1	-4	4
Cc1[nH]c(C)c(S(=O)(=O)Nc2ccc(F)cc2Cl)c1C(=O)N1CCCC1	-13	34	1.0	-4	-6	-11	-11	0	0.0	4	0
CCOc1cc(CNCCCN2CCOCC2)cc(Br)c1OCC(=O)Nc1cccc(C(F)(F)F)c1	-55	0	2.1	-3	-12	-1	41	2	2.2	-7	12
Cc1cccn2c(=O)c3cc(S(=O)(=O)c4ccccc4)c(=N)n(Cc4ccc(F)cc4)c3nc12	-8	-10	1.1	-3	-14	3	-16	-6	-0.6	0	-3
O=c1c2sccc2nc(SCc2cc(=O)n3cc(Cl)ccc3n2)n1-c1ccc(F)cc1	2	-14	0.9	1	-12	-11	3	-4	-0.6	15	-1
COC(=O)c1cc(OC)c(OC)cc1NCC(=O)Nc1ccc(OC)c(OC)c1	-5	24	-1.1	-3	-10	-7	-2	1	0.2	3	6
Cc1cc(C)nc(NS(=O)(=O)c2ccccc2)n1	1	5	6.9	-7	4	-7	9	-3	0.5	2	3
c1ccc(OCc2nc(-c3ccncc3)no2)cc1	-2	-11	0.5	-1	-4	-6	2	-7	0.1	-3	-3
O=C(Nc1ccccn1)c1ccc(S(=O)(=O)N2CCCC2)cc1	-9	-25	2.5	-2	-3	1	-5	-3	0.2	2	-18
O=C(c1ccc(CS(=O)Cc2ccc(Cl)cc2)o1)N1CCN(c2ccccc2F)CC1 (configuration not stated)	-7	0	-3.2	-5	5	2	14	0	1.4	-4	17
CCc1nnc(NC(=O)CCC(=O)N2CCN(Cc3ccc(C)cc3C)CC2)s1	-14	-36	0.6	-4	-10	-6	-3	10	0.2	3	9
CSCCC(NC(N)=O)C(=O)Nc1cccc(C#N)c1 (configuration not stated)	-2	10	0.8	-4	-17	4	2	0	-0.9	7	0
CCc1ccc(OCc2n[nH]c(=S)n2Cc2ccccc2)cc1	-11	-6	3.1	-5	2	-2	-20	/	-0.2	-8	0
CCOc1ccccc1C1NC(=O)c2ccccc2O1 (configuration not stated)	-6	-12	-0.1	-3	-9	1	-3	5	1.5	-5	1
COc1cc2sc(C)nc2cc1C	-10	-3	-0.2	-6	-12	-11	-7	-1	1.0	8	-2
O=c1[nH]c(SCc2ccccc2)nc2c1sc1ccccc12	3	-8	-0.3	1	-10	-3	-8	-6	-1.3	-2	-5
CCOc1ccccc1C1CC(c2cccs2)=NN1S(C)(=O)=O (configuration not stated)	-1	10	1.1	-8	-15	/	-1	2	-1.6	/	0
CCOC(=O)C1=C(N)Oc2cc(O)ccc2C1c1cccc(Cl)c1 (configuration not stated)	-8	12	-1.5	-5	2	0	-13	2	-6.1	-5	5
Cc1ccccc1OCC(=O)N/N=C/c1c(C)nn(-c2ccccc2)c1Cl	-6	5	-0.1	-3	-4	-14	12	-2	-3.3	0	8
Cc1cc(C(=O)NNC(=O)C(C)NS(=O)(=O)c2ccccc2F)c(C)o1 (configuration not stated)	8	9	-0.5	4	0	0	i	-4	-1.0	-3	3
Cc1cc(O)ccc1Nc1nc(-c2cccnc2)cs1	-3	11	-1.3	-1	-3	-3	-11	12	-1.9	0	-5

Outcome played no part in choosing rows; 3.2% or so of the library scored in one or more.
